# Assay outcomes as filed in PubChem BioAssay.
# MT1-MMP act inh – inhibitors of human MT1-MMP activation. P50281. HT1080 RFP-PRO-GFP cells, GFP/RFP ratio fluorescence, overnight; percent of plate control window, DMSO zero. GFP/RFP ratio change, % at 20 µM. 360,000 compounds, 0.061% hits. AID 651647;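 active means GFP/RFP ratio change of at least 30% with cell ATP level not reduced by more than half and red fluorescence within 50% of control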; further: strong numbers were not always called active
#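 Material: RFP-PRO-GFP reporter HT1080 cells. Dosing: single-point 20 µM compound, 1% DMSO. Controls: DMSO and RFP-L50D-GFP cell wells. Timing: cells overnight before dosing, compound overnight, 37 °C, 5% CO2. Measure: GFP/RFP fluorescence ratio.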
# MLLE-PAM2 inh – inhibitors of microRNA-mediated deadenylation, human PABP1 MLLE binding. P11940. GST-MLLE / FITC-PAM2 fluorescence polarization. inhibition, % at 20 µM. 360,000 compounds, 0.36% hits; in the data active means inhibition above about 35%, passing the limit was not always enough;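 further: plate controls were DMSO wells with GST-MLLE for no effect and wells lacking GST-MLLE protein for full effect; some results filed as inactive read as strong as hits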
# bovine MsrA act – activators of bovine methionine sulfoxide reductase A; purified bovine MsrA, absorbance read-out; activation, % at 10.6 µM; 360,000 compounds, 0.3% hits; AID 602163; in the data active means activation above about 7.5%;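 further: 0% = vehicle and 100% = reference activator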
# SKN-1 block – C. elegans SKN-1 inhibition | C. elegans VP596 Pgst-4::GFP/RFP ratio, acrylamide-induced, 24 h | inhibition, % at 21.8 µM | 360,000 compounds, 0.49% hits | AID 624304;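 active means interference check ratio from 0.5 to 1.5 plus GFP to RFP signal ratio inhibition reaching or exceeding a fixed threshold, cut at about 30% in these data, passing the limit was not always enough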; further: some compounds called inactive have numbers as strong as hits
# eLon inh – inhibitors of E. coli Lon protease. P0A9M0. purified E. coli Lon protease, fluorescence polarization. inhibition, % at 7.94 µM. 360,000 compounds, 0.42% hits. AID 602123; in the data active means inhibition above about 13%, passing the limit was not always enough;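 further: 0% = enzyme with probe and DMSO and 100% = no enzyme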
# CendR NRP1 mod – alters CendR peptide binding to human NRP-1. O14786. FAM-RPARPAR peptide binding to NRP-1, fluorescence polarization. inhibition, % at 25 µM. 360,000 compounds, 0.85% hits. AID 602438;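 active means inhibition or corrected inhibition above about 18%, plus a signal ratio from 0.5 to 1.5, limit read from the data, passing the limit was not always enough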; further: strong numbers were not always called active
# TbMetRS inhib – blocks T. brucei methionyl-tRNA synthetase activity; AID 624268; inhibition, % at 11.9 µM; 360,000 compounds, 0.4% hits; purified T. brucei MetRS, ATP depletion, Kinase-Glo luminescence;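 active means inhibition above a per-plate cutoff of the control wells' mean inhibition plus 3 SD, cut at about 5.5% in these data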;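 further: 0% = DMSO wells median and 100% = median of wells with control inhibitor compound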
#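 Material – parasite MetRS enzyme · Medium – HEPES-MgCl2-KCl buffer plus DTT, spermine, BSA, pyrophosphatase · Reagent – ATP, methionine and E. coli bulk tRNA substrates · Times – 15 min enzyme-compound preincubation, 2 h reaction, 10 min detection, 25 °C · Measured by – luminescence of leftover ATP · Evaluation – percent inhibition relative to median high and low control wells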
# MsrA inhibitor – bovine MsrA inhibition; purified bovine MsrA, absorbance read-out; inhibition, % at 15.5 µM; 360,000 compounds, 0.75% hits; AID 651718; in the data active means inhibition above about 4.5%;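 further: 0% = vehicle wells with enzyme and 100% = reference inhibitor wells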
# FAS TE block – inhibitors of human fatty acid synthase thioesterase domain; P49327; recombinant FAS-TE, OMFH fluorogenic substrate, fluorescence endpoint; inhibition, % at 15 µM; 360,000 compounds, 0.67% hits;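 active means compounds whose normalised, plate-corrected inhibition of enzyme fluorescence in the single-dose primary screen is 50% or more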;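 further: 0% = DMSO with enzyme and 100% = substrate without enzyme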
# * = called active by the depositor; / = no result given.
SMILES,MT1-MMP act inh,MLLE-PAM2 inh,bovine MsrA act,SKN-1 block,eLon inh,CendR NRP1 mod,TbMetRS inhib,MsrA inhibitor,FAS TE block
COc1ccc(C)cc1NC(=O)CSc1nnc2ccc(-c3cccnc3)nn12,-1,16,-8,11,11,0,0.4,-1.2,-9
Cc1cc(C)c(NC(=O)CNC(=O)COC(=O)Cc2ccccc2C)c(C)c1,1,-8,-1,7,-5,-5,-0.1,-2.4,-3
COc1ccc(OC)c(S(=O)(=O)NCc2ccccc2)c1,-1,2,-9,-2,-8,9,-0.8,0.5,-10
CC(C)c1ccc(Nc2n[nH]c(=S)s2)cc1,4,10,8.6*,-6,6,4,-0.6,0.8,-4
CC(CN1CCN(C/C=C/c2ccccc2)CC1)c1ccccc1 (stereo not drawn),-1,-6,-2,12,-7,-6,-0.8,-0.9,-5
CN(c1ccc(O)cc1)S(=O)(=O)c1ccc2ccccc2c1,-8,0,-3,-19,-3,0,-0.7,0.4,6
NS(=O)(=O)c1ccc(CCNC(=O)C2(S(=O)(=O)c3ccc(Cl)cc3)CC2)cc1,5,11,-2,-7,2,3,-0.3,-0.3,-3
CC(C)(C)n1ncc2c(=O)n(Cc3ccccc3Br)cnc21,2,14,-4,10,1,3,0.4,0.5,19
Cc1ccccc1-c1ocnc1C(=O)Nc1ccccc1NC(=O)c1ccccn1,-4,-5,0,4,-5,7,0.2,-1.2,6
CC(C)CNC(=O)c1cccc(NC(=O)C(C)Oc2ccccc2)c1 (stereo not drawn),-1,0,-2,-3,-1,7,0.2,-0.7,-2
CN(C)S(=O)(=O)c1cc(NC(=O)CSc2nn(-c3ccc(Cl)cc3)c(=S)s2)ccc1Cl,-1,-36,-2,7,-8,-4,-0.6,0.4,39
Cc1cnc(C(=O)N2CCCC(C(=O)c3cccc(OC(C)C)c3)C2)cn1 (stereo not drawn),0,7,-12,-7,7,-18,1.9,-0.3,-10
CC(=O)c1c(C(C)=O)c(C)n(Cc2ccc3c(c2)OCO3)c1C,-1,-10,-3,-2,2,-10,-0.4,1.2,-3
COc1ccc(N(C(=O)c2snc(C(N)=O)c2N)C(C(=O)NC2CCCCC2)c2ccc(C)o2)cc1 (stereo not drawn),-6,-1,-1,-10,-5,-12,0.1,0.8,4
COc1ccc(OCCCC(=O)OCC(=O)Nc2c(C)nn(-c3ccccc3)c2C)cc1,5,12,-2,16,-19,-7,-0.5,2.0,-5
CC1(C)CC(=O)C=C(Nc2cc(-c3ccccc3)[nH]n2)C1,-4,-2,-4,-17,7,-10,-0.4,1.6,-4
COc1ccc(-c2coc3cc(O)ccc3c2=O)cc1OC,-3,6,-4,3,4,1,-0.4,3.0,-2
S=c1[nH]nc(-c2n[nH]c3c2CCC3)n1/N=C/C=C/c1ccccc1,3,-27,0,6,7,-2,0.1,0.9,2
COc1cc(NC(=O)COc2cc(O)c3c(c2)OC(C)(C)CC3=O)cc(OC)c1OC,10,-3,-2,6,-11,15,0.0,0.6,7
C=CCSc1nc2ccccc2c2nc(-c3ccccc3)nn12,-2,-7,-14,-10,-8,2,-1.8,0.7,16
COc1ccc(OC)c2[nH]c(=O)c(CCNC(=O)CC(C)C)cc12,5,-9,-5,-5,-15,-10,-1.3,2.2,-7
COc1ccc(S(=O)(=O)NC(=O)C2(C)CCN2C(=O)Cc2cc(C)cc(C)c2)cc1OC (stereo not drawn),0,13,-2,1,-23,-12,-0.2,-0.7,-4
Cc1cc(C)c2nc(N(CCCN(C)C)C(=O)c3ccc(S(=O)(=O)N4CCCCCC4)cc3)sc2c1,-2,7,-8,-16,-1,-10,-0.8,0.6,17
CCCN(CCC)S(=O)(=O)c1ccc(C(=O)OCCN2C(=O)c3cccc4c(N5CCOCC5)ccc(c34)C2=O)cc1,-134,112,-3,-47,-44,124,-0.6,/,-109
CCN(CC)CC(=O)N1N=C(c2cccs2)CC1c1ccco1 (stereo not drawn),-1,-1,-6,11,-10,4,-1.1,1.1,-7
COc1cc2c(cc1OC)-c1cc(NC3CCCCC3)nc(=O)n1CC2,4,1,-1,-2,-9,-12,-0.7,1.6,-5
COc1ccc(-c2csc(NC(=O)c3c(C)noc3C)n2)cc1,4,7,-1,7,-3,-2,-0.3,-0.4,10
CC(=O)Nc1ccc(NC(=O)C(C)NC(C)c2cccc3ccccc23)cc1 (stereo not drawn),4,6,-10,-27,-6,7,-0.6,0.0,3
O=C(NCCc1cccc(F)c1)C1CCN(S(=O)(=O)c2ccc(F)cc2)CC1,0,4,-5,-1,4,0,-0.8,-0.2,0
CC(C)Nc1ncnc2c1ncn2[C@H]1CN(Cc2ccc(-c3ccccc3)cc2)C[C@@H](CO)O1,-2,14,-7,2,-5,3,-0.1,0.0,-6
COc1ccc(CNC(=O)c2c(O)c3ccccc3n(C)c2=O)cc1OC,5,-3,1,-8,-9,23,-0.1,-0.5,6
COC(=O)c1c(C(=O)OC)c(-c2cccc(C)c2)n2c1CS(=O)C2 (stereo not drawn),2,3,-3,8,1,10,0.0,2.1,-7
COc1ccc(N/N=C/c2c(C(=O)O)ccc3ccccc23)cc1,-33,-30,-2,6,-32,1,-0.4,1.6,16
O=C(COc1ncnc2ccc(Br)cc12)NCc1ccco1,4,12,-4,-7,9,-1,0.1,1.3,7
COc1cc(/C=N/NC(=O)c2cccnc2)ccc1OS(=O)(=O)c1cc(C)ccc1C,-1,-6,-4,1,-7,10,-0.7,1.2,15
COc1ccc(CCN(Cc2cc3cc(C)c(C)cc3nc2Cl)C(=O)C2CC2)cc1,-2,5,0,9,6,7,-0.1,0.8,31
CCOC(=O)c1cncc(C#CCOC(=O)Nc2ccc(OC(F)(F)F)cc2)c1,1,-9,-3,6,0,9,-0.8,-0.2,6
O=C1C=C(c2ccccc2)OC(c2ccccc2)O1 (stereo not drawn),2,7,-3,3,3,3,-0.3,0.5,26
O=C1CCCc2oc3c(cc(NS(=O)(=O)c4ccc5c6c(cccc46)C(=O)N5)c4ccccc43)c21,-8,1,-2,30,11,-8,0.0,1.0,20
CCN(CC)C(=O)c1cc(-c2ccccc2OC)on1,-1,1,1,16,6,6,-0.5,-0.3,-2
COc1cc(NC(=O)CN(C)S(=O)(=O)c2ccc(C)cc2)cc(OC)c1,4,5,1,14,6,7,-0.2,0.3,-1
CN(Cc1ccccc1)C(=O)c1cccc(NC(=O)Cc2cccc(NC(=O)C3CCN(C(=O)c4ccccc4)CC3)c2)c1,1,-3,-3,4,-5,4,-0.5,-0.2,-5
COc1ccc(-c2nc(-c3ccccc3)nc(Cl)c2C#N)cc1,0,-7,-12,-14,8,-11,-1.4,0.0,1
CC(C)(C)c1ccc(Cn2cnc(-c3ccc([N+](=O)[O-])cc3)c2)cc1,-6,-23,-4,-5,6,2,-0.1,0.8,51*
Cc1ccc(NC(=S)NNc2ccc([N+](=O)[O-])cc2S(=O)(=O)Nc2ccccc2C(=O)O)cc1C,4,-1,-6,-5,0,-10,-0.3,0.3,62*
CN1CCN(C(=S)NC(=O)c2ccccc2Br)CC1,1,27,-3,13,9,-3,-0.7,0.3,-4
CCCc1nn2c(=O)cc(CSCC(=O)Nc3ccc(F)cc3)nc2s1,6,2,-2,-10,7,-3,0.4,1.2,-3
CC1(C(=O)NCc2cccnc2)CCC(=O)N1Cc1cccs1 (stereo not drawn),-1,2,2,11,-5,4,-0.7,0.1,-4

# Rewritten as labelled records: entries from further up.
> Cc1ccc(NC(=S)NNc2ccc([N+](=O)[O-])cc2S(=O)(=O)Nc2ccccc2C(=O)O)cc1C
  MT1-MMP act inh: 4; MLLE-PAM2 inh: -1; bovine MsrA act: -6; SKN-1 block: -5; eLon inh: 0; CendR NRP1 mod: -10; TbMetRS inhib: -0.3; MsrA inhibitor: 0.3; FAS TE block: 62*
> CN1CCN(C(=S)NC(=O)c2ccccc2Br)CC1
  MT1-MMP act inh: 1; MLLE-PAM2 inh: 27; bovine MsrA act: -3; SKN-1 block: 13; eLon inh: 9; CendR NRP1 mod: -3; TbMetRS inhib: -0.7; MsrA inhibitor: 0.3; FAS TE block: -4

# (continued)
SMILES,MT1-MMP act inh,MLLE-PAM2 inh,bovine MsrA act,SKN-1 block,eLon inh,CendR NRP1 mod,TbMetRS inhib,MsrA inhibitor,FAS TE block
COc1ccc(C(=O)NCc2nnc(SCC(=O)NCc3ccco3)o2)cc1,1,-1,-4,2,-3,9,0.5,-0.7,-5
COc1ccc(CN(C(=O)c2oc3ccccc3c2C)C2CCS(=O)(=O)C2)cc1OC (stereo not drawn),-2,6,-10,-33,-9,1,-2.2,-0.5,-4
COc1ccc(/C=N/n2c(-c3ccc(C)cc3)n[nH]c2=S)cc1OC,3,-41,0,10,13,5,-0.4,0.9,-3
COc1cccc(C(=O)CSc2nnc(COc3cccc4cccnc34)o2)c1,-2,-38,-2,14,-2,-11,-0.3,1.2,-1
CCC(=O)c1ccc(OCc2ccc(C#N)cc2)cc1,2,11,-5,1,-1,8,0.2,2.8,9
COc1cccc(N(C(=O)Cn2nnc(-c3cccs3)n2)C(C(=O)NC(C)C)c2ccc(C)o2)c1 (stereo not drawn),0,-8,2,12,-2,18,-0.1,0.0,-2
CCCN1C(=O)C(NC(=O)c2ccncc2)(C(F)(F)F)C2=C1CC(C)(C)CC2=O (stereo not drawn),3,2,-6,-3,-4,11,-1.7,2.5,-8
Cc1nn(C(=O)c2nn(C)cc2[N+](=O)[O-])c(C)c1Cl,-2,3,-2,12,3,7,-0.7,-0.2,0
CCOC(=O)c1cc(C#N)c(N2CCN(c3ccccn3)CC2)nc1-c1ccccc1,14,-3,-11,0,-18,10,-1.1,3.5,26
CCC1(c2ccc(Cl)cc2)NC(=O)N(CC(=O)NC2(C#N)CCCCC2)C1=O (stereo not drawn),-3,-6,-2,-5,-15,4,-0.2,0.1,-1
CCOc1ccc(CCNC(=O)COC(=O)c2cccs2)cc1OCC,3,-3,-9,-14,2,-6,-0.6,0.3,-6
Cc1cccc(-n2cnc(C(=O)O)c2)n1,-7,5,-4,2,3,7,0.0,-0.1,-1
CN(C)N1C(N)=C(C#N)C(c2ccsc2)C2=C1CC(C)(C)CC2=O (stereo not drawn),-2,16,-2,8,-5,-1,-0.7,1.6,-6
Cc1ccc2c(c1)c1c3n2CCN(CCC(=O)O)C3CCC1 (stereo not drawn),3,2,-5,-3,12,-7,-0.6,1.1,-7
CCN(C(=O)CCS(=O)(=O)c1cc2c(cc1Cl)NC(=O)CO2)c1ccccc1,1,9,-2,5,-12,10,0.1,0.5,0
CCS(=O)(=O)N1CCCC(C(=O)NCCN(C)Cc2ccccc2)C1 (stereo not drawn),5,12,-1,7,3,12,0.0,-0.1,-4
COc1ccc(-c2nnnn2-c2ccc(F)cc2F)cc1,0,5,-7,-15,-11,10,-1.3,1.8,3

# Among those listed so far, 3 contain bromine:
SMILES,MT1-MMP act inh,MLLE-PAM2 inh,bovine MsrA act,SKN-1 block,eLon inh,CendR NRP1 mod,TbMetRS inhib,MsrA inhibitor,FAS TE block
CC(C)(C)n1ncc2c(=O)n(Cc3ccccc3Br)cnc21,2,14,-4,10,1,3,0.4,0.5,19
O=C(COc1ncnc2ccc(Br)cc12)NCc1ccco1,4,12,-4,-7,9,-1,0.1,1.3,7
CN1CCN(C(=S)NC(=O)c2ccccc2Br)CC1,1,27,-3,13,9,-3,-0.7,0.3,-4
